EPAC2 antag: qHTS for Antagonist of cAMP-regulated guanine nucleotide exchange factor 2 (EPAC2): primary screen; 360,000 tested, 0.18% active; Potency, µM (titrated, usually from 114 µM), inactives show top-dose activity, negative = inhibition, actives largely listed as inhibitors; Rap guanine nucleotide exchange factor 4 (Homo sapiens), Q8WZA2; EPAC2 GEF exchange of Rap1B-BODIPY-GDP, fluorescence; further: potency means the concentration at half of the fitted maximal effect; on the % scale 0 is the no-effect control and ±100 the full control effect; nearly all actives have a fitted effect of over 45% in size; many of its hits are not listed in these tables
FUS suppressor: qHTS for Suppressors of FUS Proteinopathy: Primary screen using FUS-linked yeast assay; AID 1347120, 2019; Potency, µM (series often up to 76.6 µM), for inactives: at the highest dose growth rescue (activation), hits mostly activators; S. cerevisiae FUS-expressing, growth rescue, OD600, 24 h; 390,000 tested, 0.24% active;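 further: potency means the concentration at half of the fitted maximal effect; plate controls were DMSO vehicle for no effect and reference control for full effect; nearly all actives have a fitted effect of over 55% in size; some results filed as inactive show a strong effect at the top dose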
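Quantitative HTS measuring growth restoration of FUS-toxic yeast. Galactose-induced cells (OD 0.005) were exposed 24hr at 30C to compounds at several concentrations, then absorbance at 600 nm was recorded.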
TDP-43 yeast inh: qHTS of TDP-43 Inhibitors; 410,000 tested, 1.8% active; Potency, µM (doses to about 46.1 µM), for inactives: at the top dose growth rescue (activation), actives largely listed as activators; TDP-43 expressing yeast growth rescue, BacTiter-Glo, 24 h; further: potency means the concentration at half of the fitted maximal effect; % of control where 0% means no effect; nearly all actives have a fitted effect of over 50% in size
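Growth rescue of TDP-43-toxic yeast measured as ATP luminescence (BacTiter-Glo). Cells grown to mid-log in raffinose, induced in galactose at OD600=0.02, exposed to compound 24 hr at 30 deg C.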
EPAC2 agonist: qHTS for Agonist of cAMP-regulated guanine nucleotide exchange factor 4 (EPAC2): primary screen; Rap guanine nucleotide exchange factor 4 (Homo sapiens), Q8WZA2; EPAC2 activation, biochemical qHTS; response scale: 100% = 6.5 mM cAMP response; Potency, µM (doses to about 154 µM), for inactives: top-dose activation, usual class: activators; 360,000 tested, 0.079% active; further: potency means the concentration at half of the fitted maximal effect; nearly all actives have a fitted effect of over 50% in size
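Nucleotide exchange monitored as fluorescence drop when BODIPY-GDP leaves Rap1B. Reaction: 100 nM EPAC2, 250 nM RAP1B-BODIPY-GDP, 50 uM GDP, room temperature, kinetic read over 30 min. Activity expressed relative to 6.5 mM cAMP.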
D3 antag: qHTS of D3 Dopamine Receptor Antagonist: qHTS | D(3) dopamine receptor (Homo sapiens), P35462 | D3R cells, DiscoveRx beta-arrestin luminescence, antagonist mode; active compounds read low | max response, negative = inhibition, % | 360,000 tested, 2.5% active; in the data active means max response below about -50%; inconclusive means no clear call, values can overlap the other calls; further: on the % scale 0 is the no-effect control and ±100 the full control effect; mostly tested at two doses, the higher about 12 µM
Target sequence (P35462 whole entry, looked up): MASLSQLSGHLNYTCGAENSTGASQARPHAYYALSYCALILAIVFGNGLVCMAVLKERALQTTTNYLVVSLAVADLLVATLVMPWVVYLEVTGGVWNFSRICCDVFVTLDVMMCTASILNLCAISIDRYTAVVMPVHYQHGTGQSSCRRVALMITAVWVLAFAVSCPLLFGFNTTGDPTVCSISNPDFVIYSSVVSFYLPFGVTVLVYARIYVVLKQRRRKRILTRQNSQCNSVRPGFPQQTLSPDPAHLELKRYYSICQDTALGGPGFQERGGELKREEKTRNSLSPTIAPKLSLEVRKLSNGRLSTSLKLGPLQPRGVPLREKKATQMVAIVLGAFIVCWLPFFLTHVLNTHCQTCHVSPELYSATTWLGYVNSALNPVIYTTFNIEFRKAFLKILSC
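Cells plated overnight at 1500 cells/well, then exposed to library compounds with dopamine controls for 90 minutes at 37 degrees C. DiscoveRx reagent added for 30–60 minutes at room temperature; luminescence read, quantitative HTS format.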
D3 ag: qHTS of D3 Dopamine Receptor Agonist: qHTS | AID 652048, 2013 | 410,000 tested, 0.58% active | D(3) dopamine receptor (Homo sapiens), P35462 | D3R DiscoveRx beta-arrestin cells, luminescence, 90 min | max activation, %; in the data active means max activation above about 30%; further: 0% is about no effect; mostly tested at two doses, the higher about 12 µM
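Agonist-mode cell screen: cells plated at 1500/well and incubated overnight at 37 °C, then exposed to library compounds for 90 min at 37 °C. Detection reagent was added for 30–60 min at room temperature, and luminescence was read.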
aSyn rescue: qHTS of alpha-syn Inhibitors; 370,000 tested, 0.14% active; Yeast expressing alpha-synuclein, growth rescue, BacTiter-Glo, 24 h; Potency, µM (top dose mostly 46.1 µM), for the others: at the top dose growth rescue (activation), hits mostly activators; further: potency means the concentration at half of the fitted maximal effect; % of control where 0% means no effect; nearly all actives have a fitted effect of over 65% in size
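Screening used galactose-induced yeast with toxic alpha-synuclein levels, exposed to compound for 24 hr at 30 deg C. Cell growth, read with BacTiter-Glo luminescence, gave the measured signal.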
Abeta rescue: qHTS for compounds that reverse cellular toxicity of Amyloid beta (A-beta) peptide in yeast: Primary Screen; yeast expressing A-beta42, growth rescue, OD600, 48 h; response scale: 0% DMSO, 100% iron-clioquinol control; Potency, µM (titrated, usually from 46.1 µM), for the others: at the highest dose growth rescue, usual class: activators; 410,000 tested, 0.063% active; further: potency means the concentration at half of the fitted maximal effect; nearly all actives have a fitted effect of over 55% in size
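Yeast A-beta toxicity model in growth medium with pinned compounds, 48 h at 30 C; growth read as absorbance at 600 nm. Normalized to FeCl3/clioquinol equimolar mix (positive) and DMSO (negative).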
The depositor's hits bear a star; ? = inconclusive; nt = no result given; & = joins results of further samples; [ ] = another dose, or the depositor's remark. Unless noted, the call rests on the fitted dose curve; in most records, active means well fitted curve in the direction sought with a large enough effect; inconclusive means small, poorly fitted or top-dose-only effect, or another doubt; inactive means no such curve, though single readings can be large; an effect the other way counts as inactive or inconclusive.

Structure	D3 antag	EPAC2 agonist	aSyn rescue	D3 ag	TDP-43 yeast inh	Abeta rescue	FUS suppressor	EPAC2 antag
Cc1ccc(C(C)(C)NC(=O)C2CCC(=O)N(C3CCCCCC3)C2)cc1 (stereo not given)	2	-10%	8%	-10	-11%	0%	12%	1%
COc1ccc(NC(=O)CCNS(=O)(=O)c2ccc3c(c2)CC(C)N3C(=O)C2CC2)cc1 (stereo not given)	3	-7%	4%	2	0%	7%	0%	-3%
COc1ccc(NC(=O)c2c(C)oc3ccc(O)c(CN4CCC(C)CC4)c23)cc1Cl	nt	nt	nt	-4	21%	12%	34%	nt
O=C(Nc1ccc(N2CCOCC2)nc1N1CCOCC1)c1cccc(C(F)(F)F)c1	2	-5%	10%	7	0%	?	8%	3%
Cc1cc(Cn2nc(-c3ccccc3)cc2C(=O)NCc2cccc(C(F)(F)F)c2)on1	?	-6%	-3%	-7	-5%	5%	16%	0%
CCc1nnc(NC(=O)Cc2cc(OC)c(OC)c(OC)c2)s1	-3	-2%	-4%	1	4%	-9%	14%	1%
O=C(COC(=O)COc1ccccc1)Nc1ccccc1OC(F)F	1	0%	-12%	-2	-7%	18%	7%	-6%
CC(C)(C)C(=O)NC(NC(=O)C(C)(C)C)c1ccc([N+](=O)[O-])cc1	6	-7%	5%	7	-14%	13%	nt	-2%
CCOC(=O)c1c(C)[nH]c(C)c1S(=O)(=O)N1CCCC(C(=O)Nc2cc(C)ccc2C)C1 (stereo not given)	nt	nt	nt	4	11%	-9%	18%	nt
Cc1cc(C)c2nc(N3CCC(C(=O)NCCCN4CCCC4=O)CC3)sc2c1	4	11%	1%	0	4%	-2%	4%	15%
O=C(NC(=S)N(Cc1ccccc1)c1ccccn1)C1CCCCC1	18	1%	-1%	-2	?	8%	nt	15%
COC(=O)C(C(=O)OC)C(C(=O)OC)C(C(=O)OC)C(=O)OC	-10	-1%	3%	-4	-2%	5%	3%	2%
COc1cc(/C=N/NC(=O)c2ccc([N+](=O)[O-])cc2Cl)cc(Br)c1O	-14	5%	1%	-4	-3%	20%	-17%	8%
Cc1ccc(N2CC(NC(=O)C3CCCCC3)CC2=O)cc1C (stereo not given)	nt	nt	nt	1	0%	7%	3%	nt
CN(CCS(=O)(=O)c1ccc(Cl)cc1)Cc1cccnc1	1	2%	-4%	2	1%	-15%	13%	13%

Record cards, from the list above. Order of screens: D3 antag | EPAC2 agonist | aSyn rescue | D3 ag | TDP-43 yeast inh | Abeta rescue | FUS suppressor | EPAC2 antag
Entry for Cc1cc(C)c2nc(N3CCC(C(=O)NCCCN4CCCC4=O)CC3)sc2c1 : 4 | 11% | 1% | 0 | 4% | -2% | 4% | 15%
Entry for O=C(NC(=S)N(Cc1ccccc1)c1ccccn1)C1CCCCC1 : 18 | 1% | -1% | -2 | ? | 8% | nt | 15%
Entry for Cc1ccc(N2CC(NC(=O)C3CCCCC3)CC2=O)cc1C (stereo not given) : nt | nt | nt | 1 | 0% | 7% | 3% | nt

Further compounds.
Structure	D3 antag	EPAC2 agonist	aSyn rescue	D3 ag	TDP-43 yeast inh	Abeta rescue	FUS suppressor	EPAC2 antag
Cc1ccc2cc(F)ccc2n1	-9	10%	-5%	-8	-8%	-17%	-18%	2%
O=C(CSc1nc2c(c(=O)[nH]1)CN(Cc1ccc3c(c1)OCO3)CC2)Nc1cc(F)ccc1F	nt	nt	nt	-13	-2%	-19%	26%	nt
Cc1ccc(C)c(S(=O)(=O)n2cnc3ccccc32)c1	-6	10%	1%	8	-11%	7%	24%	-3%
CN1C(=O)Cc2cc(S(=O)(=O)N3CCN(c4ccccc4F)CC3)ccc21	27	0%	5%	1&6	0%&15%	-1%&-15%	?	17%
CCCCCN(C(=O)CCC(=O)OCc1ccccc1F)c1c(N)n(CCCC)c(=O)[nH]c1=O	-1	-1%	-1%	-8	7%	-7%	21%	8%
COc1cc(C2c3c(oc4ccccc4c3=O)C(=O)N2c2ccc(C)cn2)ccc1O (stereo not given)	-1	7%	4%	0	-5%	-18%	-17%	-2%
CN(C)CCN1C(=O)C2C3C=CC(C3)C2C1=O (stereo not given)	1	9%	-4%	0	10%	6%	-33%	2%
Nc1cc(OC(=O)c2ccccc2Br)nn1S(=O)(=O)c1ccccc1	-73*	8%	-13%	-15	23%	16%	7%	3%
CCOC(=O)C(NC(=O)Nc1ncccn1)(Oc1ccccc1)C(F)(F)F (stereo not given)	0	14%	-1%	12	-17%	4%	-22%	-5%
O=C(NCCc1ccncc1)Nc1ccc(Cl)cc1	12	2%	-10%	-4	6%	12%	5%	6%
CSc1nc(N)nc(N(C)C)n1	-4	9%	-6%	0	1%	3%	1%	5%
Cc1ccc(C(=O)C[n+]2cccc3ccccc32)cc1	-26	3%	0%	-5	-5%	13%	29%	-7%
Cc1nonc1C(=O)N/N=C/c1ccncc1	5	5%	-6%	1	9%	-4%	-39%	7%
Cc1ccc(NC(=O)C(=O)NCCN2CCN(C(=S)Nc3ccccc3)CC2)cc1	14	-1%	3%	3	10%	31%	nt	8%
CCC(C)(C)C1CCc2[nH]nc(C(=O)O)c2C1 (stereo not given)	-14	0%	-6%	-20	16%	-11%	-11%	5%
O=C(O)[C@H]1CCCC[C@H]1C(=O)NCCNC(=O)[C@@H]1CCCC[C@@H]1C(=O)O	-21	12%	0%	-4	-16%	-8%	18%	-8%
CCCOc1cccc(C(=O)NCCNC(=O)c2ccccn2)c1	21	0%	1%	0	-2%	-4%	12%	4%
CCOC(CC(=O)NNC(=O)c1c(-c2ccccc2Cl)noc1C)OCC	-5	9%	-5%	5	8%	3%	-2%	2%
COc1ccccc1CC(=O)NC1CC(C)(C)NC(C)(C)C1	-1	3%	3%	2	25%	3%	2%	23%
CCc1nnc(NC(=O)C2CCCN(c3nc(C)cc(C)n3)C2)s1 (stereo not given)	21	-6%	-9%	-1	-11%	0%	19%	3%
CCOC(=O)c1c(NC(=O)CSc2nnc(C)c(=O)[nH]2)sc2c1CCCC2	3	-25%	-5%	-6	-4%	-4%	26%	-14%
O=C(c1ccncc1)N1CCN(C(=O)c2cccs2)CC1	22	2%	0%	12	-9%	2%	-11%	13%
CCOc1ccc(OCCOCCN2CCOCC2)cc1	?	-3%	-5%	-2	-9%	-13%	22%	-2%
CCc1ccc(NC(=O)CSc2nncn2-c2cccnc2)cc1	-21	5%	2%	-6	-2%	1%	1%	-1%
Cc1ccc(S(=O)(=O)N(C)Cc2ccc(C(=O)NN=C(CC(C)C)CC(C)C)cc2)cc1	-27	-27%	-8%	3	13%	-1%	nt	9%
COc1ccc2cc(-c3nc4ccc(C(=O)O)cc4[nH]3)c(=O)oc2c1	nt	nt	nt	-1	-3%	-7%	6%	nt
CCOC(=O)c1[nH]c2ccccc2c1N=C(C)N(CC)CC	15	-3%	-1%	0	-1%	-1%	-6%	4%
CS(=O)(=O)c1ccc(C(=O)N2CCN(Cc3ccccc3)CC2)cc1	5	5%	0%	1	19%	-7%	-19%	5%
Cc1ccc(CNS(=O)(=O)c2cc(F)ccc2CN2C(=O)c3cccnc3C2=O)o1	2	9%	-4%	0	-5%	5%	16%	9%
COC(=O)COc1ccc(S(=O)(=O)N2CCN(c3ccccc3)CC2)cc1	-8	15%	14%	0	-7%[9.22 µM]	9%	8%	-1%
Cc1cc(NC(=O)c2ccc(Cl)cc2Cl)n(CCC#N)n1	7	7%	2%	-1	-10%[0.397 µM]	3%	25%	4%
COCC1CCCN(Cc2cn(-c3ccccc3F)nc2-c2cc(C)sc2C)C1 (stereo not given)	-71*	7%	6%	-17	17%	3%	6%	-7%
Nc1nc(N2CCCCC2)c2ncn(C3OC(CO)C(O)C3O)c2n1 (stereo not given)	6	1%	0%	10	?	10%	-32%	7%
Brc1ccc(-c2nc3ncccn3c2NC2CCCCC2)o1	-13	-4%	-10%	-2	26%	-37%[inhibitor]	2%	-17%
O=C(Nc1cccc(OC(F)(F)F)c1)C1Cc2c(-c3ccc(Cl)cc3)ccnc2O1 (stereo not given)	-9	-5%	?	6	21%	-10%	25%	-27%
COc1ccc(NC(=O)CO/N=C2/CCCc3nonc32)c(OC)c1	6	4%	10%	2	-1%[9.22 µM]	4%	22%	8%
CC1(C(=O)N2CCC(CC3CC(c4cccc(Br)c4)=NO3)(C(=O)NCC3CCCCC3)CC2)CC1 (stereo not given)	0	8%	-1%	-11	0%	-5%	?	0%
O=C(O)c1csc(-c2ccccc2)n1	21	2%	2%	8	-2%	12%	-1%	-7%
O=C(O)c1ccc(NC(CSCc2ccc(F)cc2)C(=O)O)c([N+](=O)[O-])c1 (stereo not given)	?	11%	-1%	-27	-18%	-24%	20%	-12%
COc1cc(C(=O)NCC(c2cccs2)S(=O)(=O)c2ccc(F)cc2)cc(OC)c1OC (stereo not given)	nt	nt	nt	0	9%	-5%	26%	nt
COc1ccc(COC(=O)CCS(=O)(=O)c2ccc(C)cc2)cc1	12	8%	4%	5	5%	-2%	10%	-10%

Source: PubChem BioAssay

Only part of the results is shown; rates above refer to the full screens.
